# Screening results (PubChem)
# SMARCA2 act: activators of SMARCA2 function; AID 652017; MG213 cells, MMTV-luciferase reporter, dexamethasone, overnight; activation, % at 9.1 µM; 1% of 370,000 active; in the data active means activation above about 7.8%;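 further: 0% = vehicle wells and 100% = reference activator wells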
# hcDAF12 agonist: H. contortus DAF-12 activation, primary screen. HEK293 hcDAF-12 lit1-tk-luc reporter, luminescence; 0% DMSO, 100% Δ7-dafachronic acid. activation, % at 6.8 µM. 1.4% of 370,000 active. AID 652067;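 active means activation above the mean of all tested compounds plus 3 SD, cut at about 5.5% in these data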;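 further: 100% = response to 3 µM Δ7-dafachronic acid high control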
# ADAM17 inh: ADAM17 inhibition, QFRET primary screen | P78536 | recombinant ADAM17, EDANS/DABCYL FRET peptide cleavage | inhibition, % at 6.95 µM | 0.83% of 370,000 active | AID 720648;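 active means inhibition above the mean of compounds lying between control limits plus 3 SD, set per campaign, cut at about 8.5% in these data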;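 further: 0% = DMSO-only wells as the low control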
# Target sequence (P78536 215-824 limits assumed): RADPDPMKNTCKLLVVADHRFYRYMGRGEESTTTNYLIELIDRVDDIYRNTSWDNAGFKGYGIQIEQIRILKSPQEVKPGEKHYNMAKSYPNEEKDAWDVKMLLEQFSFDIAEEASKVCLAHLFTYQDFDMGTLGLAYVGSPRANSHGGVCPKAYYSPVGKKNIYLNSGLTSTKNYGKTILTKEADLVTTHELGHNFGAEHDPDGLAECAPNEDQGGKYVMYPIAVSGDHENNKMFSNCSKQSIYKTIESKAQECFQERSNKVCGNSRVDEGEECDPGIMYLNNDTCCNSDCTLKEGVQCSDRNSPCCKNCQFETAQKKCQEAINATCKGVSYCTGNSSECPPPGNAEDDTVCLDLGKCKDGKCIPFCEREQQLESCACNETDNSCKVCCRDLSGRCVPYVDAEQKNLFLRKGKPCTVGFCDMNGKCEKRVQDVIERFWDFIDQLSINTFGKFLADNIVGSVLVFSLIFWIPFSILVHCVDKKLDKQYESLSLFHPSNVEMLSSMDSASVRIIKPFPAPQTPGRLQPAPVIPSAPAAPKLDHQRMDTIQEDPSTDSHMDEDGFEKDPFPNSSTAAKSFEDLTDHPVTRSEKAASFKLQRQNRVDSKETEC
# GAA850 FXN act: activators of GAA850 frataxin (FXN) promoter | HEK293 lucGAA850 FXN promoter luciferase reporter, 24 h; percent of 10 µM SAHA response | activation, % at 6 µM | 0.56% of 360,000 active | AID 540364;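 active means activation above the average of all compounds screened plus 3 SD, cutoff fixed separately per campaign, cut at about 7.5% in these data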;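 further: 0% = DMSO wells and 100% = 10 µM SAHA wells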
# hgDAF-12 ag: activates the H. glycines DAF-12 receptor ligand-binding domain; HEK293 GAL4-hgDAF12 UAS-luciferase reporter, agonist luminescence; normalized to butyrate control; activation, % at 6.8 µM; 1.8% of 370,000 active; AID 687014;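 active means activation above a cutoff set at the mean of all screened compounds plus 3 SD, cut at about 10% in these data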;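 further: 0% = DMSO wells and 100% = sodium butyrate wells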
# ADAM10 inh: ADAM10 inhibition, QFRET primary screen | recombinant ADAM10, EDANS/DABCYL FRET peptide cleavage, 3 h | inhibition, % at 7 µM | 0.62% of 370,000 active | AID 720582;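 active means inhibition above a per-campaign cutoff equal to the mean of compounds falling between control-based bounds plus 3 SD, cut at about 20% in these data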;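 further: 0% = DMSO wells while the 100% control is not disclosed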
# DAX1 inh-1: blocks DAX1 repression of SF-1 activated StAR promoter; HEK293T StAR-luciferase reporter, SF-1/DAX-1 repression relief; inhibition, % at 6.8 µM; 1.1% of 370,000 active; AID 652010;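 active means inhibition above the mean over all tested compounds plus 3 SD, cut at about 3.6% in these data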;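 further: 0% = DAX-1 cells with DMSO and 100% = cells lacking DAX-1 with DMSO; higher inhibition means more luminescence from relief of DAX-1 repression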
# GC-A act: GC-A (human) enzyme activation; AID 1671463; 0.14% of 370,000 active; HEK293 GC-A cells, cGMP TR-FRET, EC30 ANP; 0% at EC30 ANP, 100% saturating ANP; activation, % at 10 µM; in the data active means activation above about 40%
# DAX1 inh-2: inhibits human nuclear receptor DAX1. P51843. HEK293 Gal4-DAX1 luciferase reporter, luminescence. inhibition, % at 6.75 µM. 0.99% of 340,000 active. AID 504766;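 active means inhibition above the mean over all tested compounds plus 3 SD, cut at about 4.2% in these data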;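 further: 0% = DAX1-transfected cells with DMSO and 100% = empty-vector control cells with DMSO; inhibition shows as a rise in luminescence from relieved DAX1 repression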
# Target sequence (P51843 207-470 limits assumed): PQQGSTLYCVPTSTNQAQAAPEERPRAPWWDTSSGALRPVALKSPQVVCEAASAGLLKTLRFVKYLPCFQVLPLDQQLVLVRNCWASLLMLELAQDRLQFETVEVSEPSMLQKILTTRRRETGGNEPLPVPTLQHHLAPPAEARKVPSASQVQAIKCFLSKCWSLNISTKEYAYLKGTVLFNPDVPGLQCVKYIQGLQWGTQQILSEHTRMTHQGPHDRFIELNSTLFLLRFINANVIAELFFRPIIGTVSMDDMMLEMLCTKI
# ssDAF-12 act: S. stercoralis DAF-12 activation, primary screen; activation, % at 6.8 µM; AID 652126; 1% of 370,000 active; HEK293 ssDAF-12/GRIP1 lit1-tk-luc reporter, luminescence; % of 3 µM dafachronic acid response;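 active means activation above the mean over all tested compounds plus 3 SD, cut at about 0.9% in these data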;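 further: 0% = DMSO-only wells and 100% = 3 µM delta7-dafachronic acid wells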
# PG9 Ab binder: PG9 antibody binding by small molecule; 0.43% of 360,000 active; inhibition, % at 6.7 µM; AID 624416; TR-FRET gp120-PG9 antibody binding; in the data active means inhibition above about 8.5%
# Numbers without * were called inactive; . = not tested or not shown.
SMILES,SMARCA2 act,hcDAF12 agonist,ADAM17 inh,GAA850 FXN act,hgDAF-12 ag,ADAM10 inh,DAX1 inh-1,GC-A act,DAX1 inh-2,ssDAF-12 act,PG9 Ab binder
O=C(COC(=O)c1nc(-c2ccccc2)n(-c2cccc(C(F)(F)F)c2)n1)NCc1cccs1,-3,1.9,0,2.6,1.4,7,-0.5,-10,0.3,-0.3,0.4
O=C(Nc1ccc(N2CCOCC2)cc1)c1cc2ccccc2o1,5,2.7,-2,5.7,8.6,0,2.1,-2,0.0,-0.2,-0.9
Cc1cc(=O)n2nc(N3CCCC3C(=O)NCc3ccccn3)sc2n1 (stereo not drawn),-2,-0.5,0,0.2,-0.3,1,-0.2,1,0.8,-1.4,1.2
COc1ccc(N2CCN(C(=S)Nc3ccccc3OC)CC2)cc1,0,-0.1,1,0.9,-1.6,6,-0.3,1,-1.1,-0.7,-2.2
Cc1cc(=O)[nH]c(N2CCOCC2)n1,-2,-0.3,-4,2.7,1.9,3,-0.3,3,.,-1.0,1.1
O=C(CSc1ccc(Br)cc1)N1CCOCC1,1,-1.6,-7,2.3,1.8,-5,0.0,6,1.9,-0.9,-0.9
COc1c(C)cc(C(=O)C2CCCN(C(=O)c3cc(C)on3)C2)cc1C (stereo not drawn),-1,-1.2,-2,-0.2,-3.3,-7,-0.5,-1,-0.4,-0.8,-0.8
COC(=O)c1ccc(N2C(=O)CC(NCc3ccccc3)C2=O)cc1 (stereo not drawn),0,0.2,-1,1.2,-0.3,10,0.4,-4,1.3,-0.7,-1.3
COC(=O)c1c(SCC(=O)Nc2ccc(C)cc2)nc(=O)[nH]c1C,5,0.6,-2,2.3,2.3,17,-0.1,-4,0.2,-1.5,0.9
C#CCOCCOCCOCCNc1nc(N2CCN(C(=O)Cn3cc(CCCN=C(N)N)nn3)CC2)nc(N2CCN(C(=O)[C@H]([C@@H](C)O)n3cc(CCCCN)nn3)CC2)n1,1,-1.5,1,-0.7,0.3,-5,0.2,3,2.2,-1.0,-1.3
O=C(NCCc1ccc(F)cc1)Nc1ccc2c(c1)OCO2,3,2.3,1,4.0,8.9,3,1.8,3,2.8,-0.4,0.2
Cc1ccc(NC(=O)CN(C)S(=O)(=O)c2ccc(Cl)s2)c(O)c1,6,0.7,-2,2.5,3.8,0,0.8,0,0.9,0.2,-0.9
O=C(C1CCC(CNc2c(N3CCCCC3)c(=O)c2=O)CC1)N1CCc2ccccc2C1 (stereo not drawn),-1,0.1,0,2.7,-1.4,-9,0.3,-3,-1.3,0.6,0.1
O=C(NC12CC3CC(CC(C3)C1)C2)N(Cc1ccccc1)Cc1ccncc1,-2,-1.9,-5,10*,-2.6,-5,-0.7,-10,0.9,-2.1,-0.1
Cc1ccc(Cn2cc(COC(=O)Nc3ccc(F)cc3)nn2)cc1,0,0.4,2,.,4.0,4,0.2,5,.,-0.6,.
CCOC(=O)/C(C#N)=C/c1cn(CCC(=O)O)nc1-c1ccc(Cl)cc1,-2,0.3,-3,0.7,-1.9,3,-0.2,1,-0.2,-1.0,2.2
CC(C)Oc1ccc(S(=O)(=O)N2CCOCC2)cc1NC(=O)c1ccc(Cl)c(S(=O)(=O)N2CCOCC2)c1,0,-1.1,-2,0.1,0.0,3,0.1,-1,0.6,-0.1,0.3
CN(c1ccccc1)S(=O)(=O)c1ccc(C(=O)NNC(=O)c2ccccc2F)cc1,-1,-1.2,2,-1.1,0.3,-11,0.5,2,1.5,-1.1,0.5
CS(=O)(=O)N(CC(=O)NCCSc1ccccc1)c1ccc2c(c1)OCO2,-2,0.6,-2,-1.2,2.5,-8,0.5,-2,1.1,-1.4,-1.9
Cc1ccc(S(=O)(=O)Oc2ccccc2/C=N/NC(=O)c2c(Cl)cnn2C)cc1,-3,-0.3,1,0.1,1.2,-1,-0.8,-7,-2.0,-1.3,-0.1
O=C(CN1C(=O)C2CC=CCC2C1=O)Nc1nccs1 (stereo not drawn),1,1.5,-4,1.2,0.9,-2,0.2,-1,0.1,-0.8,-0.9
CCOC(=O)C1CCN(S(=O)(=O)c2ccc(OC)c(Cl)c2)CC1,-3,0.0,-1,0.1,4.2,4,-0.2,0,0.5,-1.2,1.0
Cc1cc2c(cc1C)CSC(c1ccc3ccccc3c1O)SC2,-9,-0.3,-6,-1.4,-6.6,-7,0.2,-4,-1.7,-0.6,-1.2
CN1C(=O)C(C)(C)c2cc(S(=O)(=O)N3CCC(C(=O)NCc4ccc(F)cc4)CC3)ccc21,1,-1.6,4,-0.4,-2.1,-1,-0.4,1,0.9,-1.5,1.9
COc1ccc(CNC(=O)COc2cc(O)c3c(c2)OC(C)(C)CC3=O)cc1,-1,-1.2,-6,2.2,-3.9,-26,1.0,-2,1.7,-1.2,1.0

# Additional compounds follow.
SMILES,SMARCA2 act,hcDAF12 agonist,ADAM17 inh,GAA850 FXN act,hgDAF-12 ag,ADAM10 inh,DAX1 inh-1,GC-A act,DAX1 inh-2,ssDAF-12 act,PG9 Ab binder
CCCCCCCCN1C(=O)[C@H](CC(=O)N2CCN(C(=O)C3CC3)CC2)C[C@@]2(C(=O)OC)CCCCC=C12,-2,-0.2,-1,.,6.1,0,-0.6,3,.,-1.0,1.6
CCOC(=O)C1(C#N)C(=O)CSC1=Nc1ccccc1Cl (stereo not drawn),1,0.9,0,-1.8,0.4,-3,-0.1,-1,1.9,-1.0,0.7
CC(C)c1ccc(N(CC(=O)NC2CCCC2)C(=O)CCC(=O)Nc2ccccn2)cc1,-1,-1.9,3,2.1,0.2,1,0.4,-3,0.3,-1.1,0.9
CCOc1ccc(N2CC(C(=O)Nc3ccccc3N3CCOCC3)CC2=O)cc1 (stereo not drawn),0,-1.1,-2,0.5,-1.2,0,-0.8,5,0.4,-1.4,1.2
CCOc1ccc(N(CC(=O)Nc2ccc(OC)cc2OC)S(=O)(=O)c2c(C)[nH]c(=O)[nH]c2=O)cc1,-2,-0.4,-1,0.4,1.9,3,0.4,4,0.5,-0.9,-2.0
CC(C)C(c1nnnn1Cc1ccc(F)cc1)N1CCN(c2ccc(O)cc2)CC1 (stereo not drawn),-3,0.0,-2,-1.0,-2.8,8,-0.8,-2,.,-0.4,0.0
CCSc1cc(Cl)nc(N)n1,-2,-0.8,1,-0.1,-0.4,4,0.2,2,-1.0,-1.2,0.8
Fc1ccc2c(Cl)c(-c3nnc(-c4cccs4)o3)sc2c1,2,1.5,-7,2.2,5.0,-26,1.2,4,2.5,-1.2,-0.5
CCCc1ccc(C(O)c2ncc(-c3cccc(C)c3)[nH]2)cc1 (stereo not drawn),2,1.3,4,-0.5,0.2,6,-0.1,-4,.,-1.5,-0.5
CN1CCN(C(=O)/C(=C/c2ccc(F)cc2)c2ccsc2)CC1,3,-0.1,-2,0.6,3.2,-6,0.0,0,-1.1,-0.9,-1.5
CCC1(CC)NC(=O)N(CC(=O)OCC(=O)Nc2ccc(OC(F)(F)F)cc2)C1=O,-3,-0.1,0,2.2,-1.3,4,2.0,0,-0.3,-1.5,-1.5
Cc1ccc(NC(=O)NC(=O)COC(=O)c2ccc(O)cc2O)c(C)c1,1,-1.4,1,-0.4,-1.6,6,-0.4,-2,2.2,-1.9,-1.6
COc1cccc(C(C(=O)NC(C)(C)C)N(Cc2ccc(C)cc2)C(=O)CCC(=O)Nc2cc(C)on2)c1OC (stereo not drawn),4,-1.8,-1,0.3,-0.7,-1,-0.6,-30,-0.2,-0.8,1.9
COc1cccc(CN2CCNC(=O)C2CC(=O)N(C)CCC2CCOCC2)c1 (stereo not drawn),1,-1.8,-5,0.3,1.8,-16,0.3,1,-0.8,-0.8,-0.6
Cc1oc2ncnc(N)c2c1C,1,0.4,-2,-2.1,0.5,-3,-0.5,2,-0.3,-0.8,-0.1
Cc1cc(=O)oc2c3c(cc(OCC(=O)N[C@@H](CC(C)C)C(=O)O)c12)OC(C)(C)CC3,0,-0.8,-157,0.8,-1.2,-327,0.3,7,0.5,-0.9,2.3
COc1cc(NC(=O)c2nn(C)c3c2CS(=O)(=O)c2ccccc2-3)cc(OC)c1,-4,0.0,-2,1.6,0.6,2,-0.3,-6,0.5,-0.6,-2.1
COc1ccc(CNC(=O)CCCNC(=O)c2ccc(Cl)cc2)cc1OC,-1,-1.3,-5,2.2,-0.9,-5,-0.9,7,-0.5,-0.9,-0.4
Cc1c(C(=O)N2CCN(S(=O)(=O)c3ccccc3)CC2)oc2ccccc12,-2,-0.6,4,2.4,1.8,0,0.7,-7,0.0,-1.3,-0.4
COc1ccc(C2(CCN)CC(C)N(C)CC2C)cc1 (stereo not drawn),1,0.8,-2,-1.4,0.0,-1,0.8,-1,0.3,-0.2,-0.3
COc1ccc(S(=O)(=O)N2CCC(C(=O)NN3CCCCC3)CC2)cc1OC,1,-0.5,0,0.4,0.5,-3,-1.1,-2,0.5,-1.6,-1.5
COCCNC(=O)C(c1ccccc1)N(C(=O)Cn1nnc2ccccc21)c1cccnc1 (stereo not drawn),6,-0.3,1,-0.1,-1.2,6,-0.7,3,-0.3,-1.4,-1.2
O=C(c1ccco1)N1CCN(Cc2nnc(-c3cccc(Br)c3)o2)CC1,-2,-0.1,-3,0.8,0.6,-2,0.1,-2,-0.2,-0.7,-0.7
CC(=O)c1cnc2nc(SCc3ccccc3C)nn2c1C,4,1.0,0,1.9,4.6,0,0.3,10,0.0,0.2,-2.0
COc1ccc(C)cc1S(=O)(=O)NCCN1CCOCC1,-2,-1.9,-5,0.5,-1.1,-10,0.2,4,-0.7,-0.7,-0.9
N/C(=N\OC(=O)c1ccco1)c1ccccn1,12*,1.7,-1,2.9,14*,1,2.7,0,-1.0,-0.4,-2.6
Cc1cccc(Oc2ccc(NC(=O)C3CC=CCC3C(=O)O)cc2)c1 (stereo not drawn),-1,-1.7,-1,0.8,-0.8,4,-0.6,1,0.9,-1.5,0.7

# Quoted from the listing.
# Result of `CCOC(=O)/C(C#N)=C/c1cn(CCC(=O)O)nc1-c1ccc(Cl)cc1` in SMARCA2 act: -2
# Result of `O=C(CSc1ccc(Br)cc1)N1CCOCC1` in PG9 Ab binder: -0.9
# Result of `Cc1cc2c(cc1C)CSC(c1ccc3ccccc3c1O)SC2` in ssDAF-12 act: -0.6
# Result of `Cc1cc(=O)n2nc(N3CCCC3C(=O)NCc3ccccn3)sc2n1` (stereo not drawn) in hcDAF12 agonist: -0.5

# Structures above with bromine, in the order listed:
SMILES,SMARCA2 act,hcDAF12 agonist,ADAM17 inh,GAA850 FXN act,hgDAF-12 ag,ADAM10 inh,DAX1 inh-1,GC-A act,DAX1 inh-2,ssDAF-12 act,PG9 Ab binder
O=C(CSc1ccc(Br)cc1)N1CCOCC1,1,-1.6,-7,2.3,1.8,-5,0.0,6,1.9,-0.9,-0.9
O=C(c1ccco1)N1CCN(Cc2nnc(-c3cccc(Br)c3)o2)CC1,-2,-0.1,-3,0.8,0.6,-2,0.1,-2,-0.2,-0.7,-0.7
